Source: PubChem BioAssay
HP1b chromo inh = HP1-beta chromodomain-methylated histone interaction inhibition; 390,000 tested, 0.56% active; AlphaScreen HP1-beta / biotin-H3K9me3 peptide binding; P83916; AID 540317; Potency, µM (top dose mostly 114 µM), inactives show at the top dose activity change, negative = inhibition, usual class: inhibitors; also: potency is read from the fitted curve at half-maximal effect; nearly all actives have a fitted effect of over 70% in size; inactives centre near 23
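AlphaScreen: HP1-beta (50 nM) preformed 30 min with biotin-H3(1-18)K9me3 peptide (50 nM) in PBS pH 7.4, 0.01% Tween-20. Compound added for 30 min at RT, then streptavidin donor/nickel chelate acceptor beads (10 ug/mL) for 30 min.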
G9a block = inhibitors of human histone lysine methyltransferase G9a | Q96KQ7 | G9a H3K9 monomethylation, AlphaScreen, 2 h | Potency, µM (series often up to 102 µM), for the others: at the top dose activity, negative = inhibition, actives largely listed as inhibitors | 350,000 tested, 8.8% active | AID 504332; also: potency is read from the fitted curve at half-maximal effect; % is scaled to controls: 0 for no effect and ±100 for the full control effect; nearly all actives have a fitted effect of over 75% in size
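Enzyme 20 nM + cpd, 15 min RT; add b-H3K9 pep 500 nM / SAM 20 uM; 2 h RT; anti-H3K9me1 Ab 0.5 ug/mL + SA donor / anti-rabbit acceptor beads 20 ug/mL each, 10 min; AlphaScreen read.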
Tb PGK inh = T. brucei PGK inhibition. 380,000 tested, 0.043% active. PGK/GAPDH coupled, Kinase-Glo luminescence, 60 min. AID 602233. Potency, µM (doses to about 57.5 µM), for the others: at the top dose activity change, negative = inhibition, actives largely listed as inhibitors; also: potency is read from the fitted curve at half-maximal effect; % is scaled to controls: 0 for no effect and ±100 for the full control effect; nearly all actives have a fitted effect of over 60% in size
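Recombinant glycosomal PGK reaction used 1,3-bisphosphoglycerate generated in-well by GAPDH (100nM final) in 100mM TEA pH 7.6, 5mM MgCl2, 0.01% Tween-20. After 60 minutes at room temperature, ATP was read by Kinase-Glo Plus luminescence end-point.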
ERG Ets-DNA blk = inhibitors of human ERG Ets domain-DNA interaction | AID 624246 | P11308 | Potency, µM (top dose mostly 76.9 µM), inactives show at the highest dose FP activity, negative = inhibition, hits mostly inhibitors | fluorescence polarization, His-ERG Ets domain / labelled DNA | 370,000 tested, 0.028% active; active = well fitted inhibition curve with a large enough effect in the polarisation, with a control signal flat; inconclusive = small, poorly fitted or top-dose-only effect, or effect the other way, or a change in a side signal; inactive = no such curve, though single readings can be large or run the other way; the % refers to the polarisation;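 also: polarization taken with two DNA probes labelled with fluorescein and Texas red; potency is read from the fitted curve at half-maximal effect; % of control where 0% means no effect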
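His-tagged ERG Ets domain (1 uM in the protein solution; 300mM KCl, 50mM Tris-HCl, 1mM EDTA, 1mM DTT, pH 7.5) received compound, then a probe mix of 5 nM fluorescein-DNA and 100nM Texas-615-DNA. Fluorescence polarization was read for both dyes.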
GLS inh = blocks human kidney-isoform glutaminase activity; 410,000 tested, 0.21% active; O94925; Potency, µM (doses to about 45.5 µM), for inactives: top-dose activity change, negative = inhibition, most hits filed as inhibitors; GLS enzymatic activity, qHTS titration; also: potency is read from the fitted curve at half-maximal effect; % is scaled to controls: 0 for no effect and ±100 for the full control effect
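hKGA in 45 mM KH2PO4 pH 8.2, 0.02% Tween-20 with pin-transferred compounds; 1 mM L-glutamine (stock) plus glutamate oxidase/HRP/Amplex Red coupling added. Fluorescence read initially and after 30 min at RT.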
PI4K2A block = blocks human PI4K2A kinase activity; Q9BTU6; 420,000 tested, 0.13% active; AID 1346378; activity change, negative = inhibition, % at 76.9 µM; purified PI4K2A, ADP-Glo luminescence, 1 h; active compounds read low; in the data active = activity change below about -50%; inconclusive = mostly about -30% to -49%;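 also: -100% = wells without enzyme as full effect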
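Compounds are screened against recombinant PI4K2A using PI as substrate and ATP, the latter dispensed at 300 microM. Reactions run one hour at ambient temperature before ADP-Glo detection; full inhibition defined by wells lacking enzyme.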
BAZ2B inh = BAZ2B (human) inhibition; Q9UIF8; AlphaScreen BAZ2B-H3K14Ac peptide displacement; Potency, µM (doses to about 114 µM), for inactives: at the highest dose activity change, negative = inhibition, actives largely listed as inhibitors; 360,000 tested, 4.4% active; also: potency is read from the fitted curve at half-maximal effect; % is scaled to controls: 0 for no effect and ±100 for the full control effect; nearly all actives have a fitted effect of over 60% in size
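AlphaScreen displacement: compounds (up to 110uM) incubated 30 min at room temperature with a preformed 50 nM BAZ2B/50 nM biotinylated H3K14Ac peptide complex in PBS pH 7.4 with Tween-20. Donor and acceptor beads at 10 ug/mL final added, 20 min light-protected before reading.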
JMJD2A Tudor = JMJD2A Tudor domain (human) inhibition; O75164; Potency, µM (series often up to 114 µM), for the others: at the top dose activity change, negative = inhibition, hits mostly inhibitors; 390,000 tested, 4.4% active; AID 504339; AlphaScreen JMJD2A-Tudor / H3K4me3 peptide binding; also: potency is read from the fitted curve at half-maximal effect; % is scaled to controls: 0 for no effect and ±100 for the full control effect; nearly all actives have a fitted effect of over 50% in size
Pin1 inh = blocks the human prolyl isomerase Pin1 | Q13526 | Pin1 FP peptide displacement, HiFluor488, 10 min | Potency, µM (highest dose often 115 µM), without a hit: at the top dose activity, negative = inhibition, most hits filed as inhibitors | 390,000 tested, 0.009% active | AID 504891; active = well fitted inhibition curve with a large enough effect in the polarisation, with a control signal flat, not every such curve was filed as active; inconclusive = small, poorly fitted or top-dose-only effect, or effect the other way, or a change in a side signal; inactive = no such curve, though single readings can be large or run the other way; the % refers to the polarisation; also: potency is read from the fitted curve at half-maximal effect; % is scaled to controls: 0 for no effect and ±100 for the full control effect
Active calls of the source: *; i = inactive; u = inconclusive; x = not tested or not shown; & = joins results of further samples; [ ] = another dose, or the depositor's remark. Unless noted, calls follow the shape of the dose curve; as a rule, active = well fitted curve in the direction sought with a large enough effect; inconclusive = small, poorly fitted or top-dose-only effect, or another doubt; inactive = no such curve, though single readings can be large; an effect the other way counts as inactive or inconclusive.

molecule	HP1b chromo inh	G9a block	Tb PGK inh	ERG Ets-DNA blk	GLS inh	PI4K2A block	BAZ2B inh	JMJD2A Tudor	Pin1 inh
Cc1ccc(C2CC(=O)Nc3c2ccc2ccccc32)cc1[N+](=O)[O-] (stereo unspecified)	u	u	-1%	10%	-3%	5	u	u	-10%
CCCCCn1c(CN(C)Cc2ccccc2)nc2c1c(=O)n(C)c(=O)n2C	13%	-12%[12.7 µM]	-4%	-1%	-1%	-2	-39%	-19%	-5%
Nc1ccccc1C(=O)NCCCN1CCOCC1	4%	15%	-1%	-8%	3%	4	-3%	-11%	-3%
COC(=O)CSc1nc(C)c(C(=O)Nc2ccccc2C)c(-c2ccc(Cl)cc2)c1C#N	34%	-10%[59 µM]	7%	-1%	0%	0	15%	8%	81%[activator]
Cc1cc([N+](=O)[O-])ccc1NC(=O)C(C)[n+]1ccccc1 (stereo unspecified)	-3%	-27%	3%	2%	10%	-1	9%	-11%	-6%
CCCNC(=O)CS(=O)Cc1nc(-c2ccc(OC)cc2)oc1C (stereo unspecified)	36%[activator]	u	-2%	2%	-8%	4	1%	-6%	-5%
COCCNC(=O)/C(C#N)=C/c1cc(Br)c(O)c(OC)c1	1%	14µM*	-7%	-2%	0%	-4	-12%	-9%	25%
COC(=O)c1cc(S(=O)(=O)N2CCN(c3cc(C)ccc3C)CC2)c[nH]1	11%	9%	i	-3%	-9%	-1	-38%	-25%	0%
COc1ccc(/C=C/CN2CCN(Cc3ccc(F)cc3)C(CCO)C2)cc1 (stereo unspecified)	25%	x	i	-13%	1%	2	-12%	-20%	1%
COc1cc(/C=C2\SC(=O)N(Cc3ccc(Cl)cc3)C2=O)cc([N+](=O)[O-])c1O	13µM*	-116%[59 µM]	0%	0%	17%	-2	16µM*	8.9µM*	x
CC(C)Cn1c(SCC(=O)NC2CCCc3ccccc32)nc(O)cc1=O (stereo unspecified)	46%[activator]	-5%[59 µM]	-8%	9%	3%	-2	x	-12%	20%
COc1cccc(C(CC(=O)NCCN2CCOCC2)NS(=O)(=O)c2ccc(C)cc2)c1OC (stereo unspecified)	17%	-49%	i	1%	8%	-3	-5%	-15%	1%
COc1ccc(C2CC(c3ccccc3)Nc3nc(N)nn32)cc1 (stereo unspecified)	50%[activator]	-10%[59 µM]	-1%	-6%	31%[activator]	-3	-4%	-25%	0%
COc1ccc(C2CC(c3cccc(C)c3)n3ncnc3N2)cc1 (stereo unspecified)	54%[activator]	u	i	-6%	-3%	-7	-6%	-18%	-2%
CCc1ccccc1NC(=O)c1ccc(S(=O)(=O)NCC2CCCO2)cc1 (stereo unspecified)	9%	-11%	-2%	6%	7%	-5	-2%	-8%	-3%
CC(CCc1ccccc1)NC(=O)C(=O)NCc1ccccc1 (stereo unspecified)	6%	23%[59 µM]	-5%	-7%	6%	-4	5%	-17%	-7%
CCC(C)[C@H](NC(=O)OC(C)(C)C)C(=O)N/N=C/c1ccc2nccnc2c1 (stereo partly specified)	11%	4%[59 µM]	i	-5%	-2%	7	13%	-6%	0%
Cc1cnc(C(=O)Oc2ccc(-c3ccccc3)cc2)cn1	-22%	-13%	-1%	20%	-11%	8	-20%	u	0%
CC(C)n1nccc1N(Cc1ccc(Br)cc1)S(=O)(=O)c1ccccc1	65%[activator]	9%	-7%	33%	3%	4	6%	0%	8%
Cc1cc(OCC(=O)NCc2nc(-c3ccccc3)no2)c(C)cc1Br	26%	9%[12.7 µM]	0%	8%	-4%	5	-3%	7%	1%
CCOC(=O)CSc1nnc(-c2ccoc2C)n1-c1ccc(OCC)cc1	-7%	u	-8%	0%	7%	-13	-33%	-27%	-20%
O=C(NC1CCCC1)c1cc(Cl)ccc1[N+](=O)[O-]	33%	15%[59 µM]	-7%	-2%	3%	-4	1%	-3%[57.1 µM]	-4%
CC(O)CCC(=O)NCCNC(=O)CCC(C)O (stereo unspecified)	-12%	12%[59 µM]	-2%	-8%	8%	2	8%	28µM*	-2%
Oc1cccc(/C=N/N2CCCCC2)c1O	19%	45µM*	-5%	3%	1%	-4	-33%	-27%	-1%
Cc1ccc(Nc2cc(C(=O)NCCc3ccccc3)c3ccccc3n2)c(C)c1	50%[activator]	-19%[59 µM]	-2%	0%	4%	2	x	-12%	-3%
O=C(CN1C(=O)NC2(CCCc3ccccc32)C1=O)Nc1cc(F)ccc1F (stereo unspecified)	32%[activator]	-36%	i	7%	-8%	0	-17%	-16%	4%
Cc1cc(N/N=C/c2cccc(F)c2)nc(NCc2ccccc2)n1	2%	-47%	i	10%	14%	1	-30%	-32%	-1%
Cc1nc(NC(=O)C2CCCC2)sc1Cc1ccc2c(c1)OCO2	13%	u	-7%	9%	1%	0	50µM*	u	-1%
Cc1ccc2c(c1)N(CC(=O)N1CCCc3ccccc31)C(=O)CO2	33%	-11%	-10%	-6%	6%	4	22%	-9%	0%
Cc1c(NC(=O)Nc2ccc(C#N)cc2)c(=O)n(-c2ccccc2)n1C	15%&31%	-4%	i	3%&2%	8%&2%	7&-3	15%&2%	-15%&-9%	4%&5%
O=C1c2oc3ccc(F)cc3c(=O)c2C(c2ccc(F)cc2)N1CCCN1CCOCC1 (stereo unspecified)	29%	x	-4%	14%	-10%	3	x	-8%	11%
Cc1ccc(NC(=O)C2CCCN(c3cnccn3)C2)cc1Cl (stereo unspecified)	20%	-8%[59 µM]	-3%	2%	7%	0	-35%	-7%	10%
COc1cc(C(=O)NCC(=O)OCC(=O)N2CCc3ccccc32)cc(OC)c1OC	26%	16%	i	-4%	-9%	2	4%	-3%	-4%
COc1ccc(OCC(=O)Nc2ccc3c(c2)nc(CCn2ccccc2=O)n3C)cc1	20%	-48%	-9%	-11%	1%	-4	-35%	-1%	u
CC(C)C(NS(=O)(=O)c1cccs1)C(=O)N1CCC(C(N)=O)CC1 (stereo unspecified)	25%	3%[12.7 µM]	8%	-1%	5%	1	-4%	-7%	1%
CCC/C(=N\NC(=O)c1csc(C)c1C)c1cccs1	23%	8%[2.33 µM]	-5%	-12%	3%	7	-8%	-8%	5%
CN(C)CCNc1nc2c(c(=O)[nH]c(=O)n2C)n1CC(O)COc1ccc(Cl)cc1Cl (stereo unspecified)	31%[activator]	-39%	-6%	9%	12%	7	-20%	-7%	-9%
O=C(Nc1ccc(N2CCCCC2)c(C(=O)O)c1)c1ccco1	47%[activator]	13%[59 µM]	-9%	-1%	49%[activator]	-8	7%	-8%	0%
CC(=O)Nc1ccc(S(=O)(=O)NCc2cccn2Cc2cccc(C)c2)cc1	-4%	8%[12.7 µM]	1%	-5%	5%	0	-32%	u	-3%
CSc1ncccc1C(=O)OCn1nnc2ccccc2c1=O	23%	u	-10%	11%	-13%	5	-8%	-5%	4%
COc1ccc(CN2CCC(Oc3ccc(C(=O)N4CCCC4)cc3)CC2)c(F)c1	4%	x	-3%	17%	0%	6	-4%	-29%	-7%
CCOc1cc(/C=C/c2cc(C(=O)O)c3ccccc3n2)ccc1O	17%	-4%[59 µM]	4%	0%	2%	-1	3%	u	2%
N#CC(OC(=O)c1ccccc1)c1ccccc1 (stereo unspecified)	155%[activator]	x	-1%	1%	1%	6	x	72%[activator]	1%
COc1cc(CCC(=O)Nc2ccc(S(=O)(=O)NC3=NCCCCC3)cc2)cc(OC)c1OC	-7%	u	i	6%	-1%	-17	-13%	-7%	5%
COc1ccc2c(c1)nc(NCCCO)n2Cc1ccccc1	7%	x	-9%	-5%	-4%	-5	-15%	-20%	0%
CNc1c(NS(=O)(=O)c2ccc(F)cc2)c(=O)oc2ccccc12	21%	19%	i	-10%	84%[activator]	1	2%	-7%	0%
Cc1cc(C(=O)CSc2ccc3c(c2)OCCO3)c(C)n1C1CC1	-15%	u	-3%	5%	5%	6	79µM*	-26%	-7%
CCOc1cc(C2C(C(=O)OC)=CN(C3CCCC3)C=C2C(=O)OC)cc(Br)c1O	28%	-34%[59 µM]	-6%	x	-10%	-2	7%	-5%	-1%
COc1ccccc1CNC(=O)COC(=O)c1cccs1	33%	x	-8%	-1%	-3%	1	x	3%	-1%
CCN(CC(=O)Nc1c(F)cccc1F)C(=O)c1csc2c1CCCC2	25%	0%[0.501 µM]	i	0%	-9%	-8	6%	-3%	-1%
CCOc1cccc2c1OC1(C)CC2NC(=O)N1Cc1ccccc1 (stereo unspecified)	16%	-3%	-3%	-1%	1%	0	2%	-11%	1%
Cc1cccc(C)c1NC(=O)c1sc(Cl)nc1C	25%	-7%[59 µM]	-2%	0%	0%	-1	6%	-4%	-2%
C=CC(=O)Nc1sc2c(c1C(N)=O)CCCC2	21%	-14%[2.33 µM]	0%	-6%	-4%	2	2%	-12%	0%
